SENP6 block – SENP6 protease inhibitors, primary screen, biochemical, luminescence, uHTS; Sentrin-specific protease 6 (Homo sapiens), Q9GZR1; Recombinant SENP6 catalytic domain, aminoluciferin luminescence; inhibition, % at 10 µM; hit rate 1.8% among 330,000;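 active = inhibition above about 50% at the single tested dose, limit read from the data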;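 note: plate controls were DMSO wells with enzyme for no effect and DMSO wells lacking enzyme for full effect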
PfG6PD inh – PfG6PD enzyme inhibitors, primary screen, biochemical, fluorescence intensity, uHTS; glucose-6-phosphate dehydrogenase-6-phosphogluconolactonase (Plasmodium falciparum 3D7); PfGluPho enzyme, NADPH resazurin-diaphorase fluorescence; inhibition, % at 20 µM; hit rate 0.78% among 350,000;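 active = inhibition reaching at least a set limit at 20 µM in the primary screen, cut at about 59% in these data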;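 note: 0% = DMSO wells with substrate and 100% = DMSO wells lacking glucose-6-phosphate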
SENP8 inh – human SENP8 protease inhibitors, primary screen, biochemical, fluorescence, Nedd8 protein substrate, uHTS; Sentrin-specific protease 8 (Homo sapiens), Q96LD8; recombinant SENP8; inhibition, % at 20 µM; hit rate 0.64% among 360,000; in the data active = inhibition mostly above about 40%, no sharp cut-off; inactive = mostly below about 27%
Target sequence (Q96LD8 whole entry, looked up): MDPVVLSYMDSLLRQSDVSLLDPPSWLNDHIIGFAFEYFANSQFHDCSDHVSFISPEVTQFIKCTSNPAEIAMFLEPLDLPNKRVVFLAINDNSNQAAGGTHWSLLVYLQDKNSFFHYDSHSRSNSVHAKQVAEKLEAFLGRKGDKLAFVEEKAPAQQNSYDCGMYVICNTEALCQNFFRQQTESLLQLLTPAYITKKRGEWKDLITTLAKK
SENP7 inh – SENP7 protease inhibitors, primary screen, biochemical, luminescence, uHTS; recombinant SENP7, Z-RLRGG-aminoluciferin luminescence, 40 min; inhibition, % at 5 µM; hit rate 1.5% among 330,000; AID 434973, 2010;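 active = inhibition above about 50% at the single test dose, limit read from the data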;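 note: plate controls were DMSO with enzyme for no effect and no enzyme buffer wells for full effect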
Target sequence (Q9BQF6 706-1050 limits assumed): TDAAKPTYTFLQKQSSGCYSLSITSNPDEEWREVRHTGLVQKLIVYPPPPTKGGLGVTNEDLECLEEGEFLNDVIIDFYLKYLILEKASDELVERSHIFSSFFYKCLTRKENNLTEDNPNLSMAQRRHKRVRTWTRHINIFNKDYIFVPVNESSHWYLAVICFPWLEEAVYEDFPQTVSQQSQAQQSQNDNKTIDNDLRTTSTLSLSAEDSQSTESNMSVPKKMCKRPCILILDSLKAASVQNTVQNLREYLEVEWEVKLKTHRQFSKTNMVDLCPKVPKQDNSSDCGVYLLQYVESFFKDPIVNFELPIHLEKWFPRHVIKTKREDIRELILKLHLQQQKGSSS
ATG4B inhibitor – ATG4B protease inhibitors, primary screen, biochemical, fluorescence, uHTS; inhibition, % at 8.33 µM; hit rate 0.51% among 340,000; Cysteine protease ATG4B (Homo sapiens), Q9Y4P1; ATG4B cleavage of LC3-PLA2, NBD-HPC fluorescence, 1 h; in the data active = inhibition above about 40%
Target sequence (Q9Y4P1 whole entry, looked up): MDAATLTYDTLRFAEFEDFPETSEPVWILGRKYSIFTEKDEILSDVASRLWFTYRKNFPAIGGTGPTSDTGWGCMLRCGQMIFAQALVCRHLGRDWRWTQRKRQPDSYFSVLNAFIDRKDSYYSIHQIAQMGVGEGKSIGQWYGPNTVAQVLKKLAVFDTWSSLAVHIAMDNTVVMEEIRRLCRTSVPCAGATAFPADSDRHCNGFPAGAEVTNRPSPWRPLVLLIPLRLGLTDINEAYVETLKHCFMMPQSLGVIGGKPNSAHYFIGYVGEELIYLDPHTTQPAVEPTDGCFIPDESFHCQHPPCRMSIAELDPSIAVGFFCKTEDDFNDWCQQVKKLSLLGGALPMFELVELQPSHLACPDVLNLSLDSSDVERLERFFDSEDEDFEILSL
NR3A LBD binder – binders of NR3A ligand-binding domain, primary screen, biophysical, differential scanning fluorimetry, uHTS | hit rate 2.5% among 340,000 | Tm shift relative to glycine control, % at 25 µM | NR3A LBD differential scanning fluorimetry, Tm shift; 0% = protein alone, 100% = glycine-bound protein | AID 1259313, 2017 | Glutamate receptor ionotropic, NMDA 3A (GRIN3A) ligand-binding domain;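 active = melting temperature shift of at least 10% of the positive control shift, at one fixed dose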
MPTP inh – mitochondrial permeability transition pore inhibitors, primary screen, biochemical, isolated mouse mitochondria, absorbance; Ca2+ swelling absorbance, 30 min; inhibition, % at 10 µM; hit rate 1.4% among 360,000;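 active = inhibition of 50% or more, scaled per plate between neutral and stimulator controls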;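 note: 0% = DMSO wells given calcium and 100% = 1 mM EGTA wells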
HKDC1 inhibitor – HKDC1 hexokinase inhibitors, primary screen, biochemical, fluorescence, uHTS; Q2TB90; inhibition, % at 20 µM; hit rate 0.16% among 340,000; recombinant HKDC1, G6PDH/diaphorase resazurin coupled fluorescence;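 active = inhibition above about 35% when tested at 20 µM, limit read from the data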;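 note: plate controls were DMSO wells with enzyme for no effect and DMSO wells lacking enzyme for full effect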
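Incubation: 90 min at room temperature in dark / Material: recombinant HKDC1 (HK5) hexokinase enzyme, produced in-house / Quantity: enzyme 5 µg/mL final / Compound: one dose of 20 µM, 1% DMSO / Reagent: glucose and ATP substrates / Buffer or medium: Tris pH 8.0 buffer with MgCl2, Tween-20, BSA, BME / Technique: resorufin fluorescence at 613 nm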
* = called active by the depositor; . = not tested or not shown.

Results follow in this order: HKDC1 inhibitor	SENP6 block	SENP7 inh	SENP8 inh	NR3A LBD binder	MPTP inh	ATG4B inhibitor	PfG6PD inh
1) CCOc1ccccc1CNc1ccc(N2CCOCC2)c(C(=O)O)c1
  -2.6	-31.7	4.7	-82.3	1.3	-1.7	5.6	5.6
2) COc1cc(N2CCC(O)CC2)ccc1Nc1nnc(Cl)c(Nc2ccccc2S(C)(=O)=O)n1
  2.1	.	.	19.2	1.3	-0.8	-9.0	25.6
3) O=S(=O)(Nc1ccc(O)c(NS(=O)(=O)c2ccccc2)c1)c1ccccc1
  5.0	9.6	-2.5	13.3	3.3	1.7	2.2	4.8
4) CCOC(=O)N/N=C1\CC(C)CC(C)(C)C1 (centres undefined)
  -8.1	-17.5	-4.0	2.9	0.3	1.6	1.0	-4.5
5) CCOC(=O)CSc1nnc(SCCN2C(=O)c3ccccc3C2=O)s1
  -4.6	-4.2	6.6	23.2	0.0	-1.8	-4.8	-4.0
6) Cc1ccc(NS(=O)(=O)c2cccc(C(=O)O)c2)c(C)c1
  -11.8	-18.9	-2.3	7.8	0.5	0.6	-5.3	-12.3
7) COc1cccc(N2CC(C(=O)NCc3n[nH]c(=O)c4ccccc34)CC2=O)c1 (centres undefined)
  -1.9	-13.6	4.8	-0.8	-0.4	0.1	-6.7	-8.7
8) CCCCNC(=O)[C@H](CSCc1ccccc1)N1Cc2ccccc2C1=O
  -2.2	6.1	-9.0	8.6	-1.2	-0.3	0.9	-10.4
9) Cc1cccc(NC(=S)NN(Cc2ccccc2)c2ccccc2)c1C
  -0.6	-8.1	-9.7	16.4	0.2	0.5	-2.5	-18.8
10) CCC(C)[C@H](NC(=O)NCc1ccc(S(N)(=O)=O)cc1)C(=O)OC (some centres undefined)
  -7.7	-14.7	1.1	23.5	0.5	1.8	-4.7	-1.8
11) Cc1ccc(NC(=O)COC(=O)C2CC(=O)N(Cc3ccccc3)C2)cc1F (centres undefined)
  10.3	-13.9	4.0	11.3	-0.7	-2.4	-7.8	-0.3
12) O=C(NC(=S)Nc1ccc(Br)c(Cl)c1)C1CC1
  -1.0	3.9	10.3	4.8	-2.1	0.8	12.0	0.1
13) COc1cc(NC(=O)C/C(C)=N/NC(=O)c2cccs2)c(OC)cc1Cl
  -10.8	-0.2	-1.2	-17.2	-1.4	-0.1	-4.0	-2.9
14) CC(=O)C1=C(O)C(=O)N(CO)C1c1ccccc1F (centres undefined)
  -8.4	-14.1	-0.9	5.8	-2.5	-0.9	5.8	-0.9
15) CN1C/C(=C\c2ccc(N3CCOCC3)cc2)C(=O)/C(=C/c2ccc(N3CCOCC3)cc2)C1
  -11.2	-19.5	-3.8	-6.9	-3.4	3.2	-10.9	6.7
16) c1ccc2c(Nc3nc(-c4ccncc4)nc4ccccc34)cccc2c1
  4.4	-9.7	10.3	-40.9	0.5	14.5	-0.2	19.1
17) CSCc1c(C(=O)NC2CCCc3ccccc32)oc2ccccc12 (centres undefined)
  0.9	-3.6	0.1	19.9	4.8	7.7	11.0	10.9
18) COc1ccc(CCN2CC(C(=O)NCCc3ccc(F)cc3)CCC2=O)cc1 (centres undefined)
  -1.9	-4.3	0.1	13.7	-1.4	-0.5	-9.0	6.0
19) Cc1ccc(NC(=S)N2CCCN(Cc3ccc(F)cc3)C2)c(C)c1
  -3.9	-15.4	-10.3	22.4	-2.1	4.3	-4.8	-13.1
20) O=[N+]([O-])c1cc(S(=O)(=O)N2CCOCC2)ccc1N1CCNCC1
  2.4	-4.4	3.0	5.5	4.9	1.0	-3.9	1.4
21) COc1ccc(C(=O)NCc2ccc3c(c2)OCO3)cc1S(=O)(=O)NCc1ccc(Cl)cc1
  -3.2	4.0	0.7	11.2	-11.9	-10.9	-7.9	-14.9
22) CN(C)CCCNc1ncc(C(F)(F)F)cc1Cl
  -10.8	-13.4	-5.5	5.3	-0.6	0.5	-6.9	1.9
23) Cc1oc2c(cc(NS(=O)(=O)c3ccc(C(C)C)cc3)c3ccccc32)c1C(=O)O
  17.3	26.6	7.9	-11.0	-8.7	-1.3	7.1	7.6
24) Cc1cc(F)ccc1S(=O)(=O)NCC(c1ccc2c(c1)OCO2)N1CCOCC1 (centres undefined)
  2.8	-22.1	-15.2	6.3	1.1	0.6	-1.6	-17.6
25) O=C(C[n+]1ccccc1)N/N=C/c1cc(Br)cc(Br)c1O
  -21.9	-7.6	-7.4	17.0	-4.7	-2.4	-0.3	-14.5
26) Brc1ccc(-c2nnc3sc(CN4CCN(c5ccccc5)CC4)cn23)cc1
  -9.6	-8.0	-6.0	8.4	-0.2	0.2	2.4	7.3
27) COc1ccc(N2CCN(Cc3nc4ccccc4n3C)CC2)cc1
  2.7	9.2	6.9	10.9	-12.5	-0.1	1.5	-16.6
28) CSc1ncc2c(=O)[nH]c(-c3ccccc3)nc2n1
  -1.3	3.5	5.0	10.9	4.4	0.5	-3.0	-2.5
29) Cc1ccc(S(=O)(=O)N(C)C)cc1NC(=O)c1n[nH]c(=O)c2ccccc12
  -0.1	-11.5	-1.1	19.3	-1.3	2.2	-7.8	11.8
30) CN(CC(=O)Nc1ccccc1Cl)CC(=O)c1c(N)n(Cc2ccccc2)c(=O)n(C)c1=O
  -6.2	2.3	5.0	2.1	-4.3	0.1	-4.6	0.5

Reformatted: 3 of the compounds above.
#22 CN(C)CCCNc1ncc(C(F)(F)F)cc1Cl
  HKDC1 inhibitor = -10.8; SENP6 block = -13.4; SENP7 inh = -5.5; SENP8 inh = 5.3; NR3A LBD binder = -0.6; MPTP inh = 0.5; ATG4B inhibitor = -6.9; PfG6PD inh = 1.9
#23 Cc1oc2c(cc(NS(=O)(=O)c3ccc(C(C)C)cc3)c3ccccc32)c1C(=O)O
  HKDC1 inhibitor = 17.3; SENP6 block = 26.6; SENP7 inh = 7.9; SENP8 inh = -11.0; NR3A LBD binder = -8.7; MPTP inh = -1.3; ATG4B inhibitor = 7.1; PfG6PD inh = 7.6
#24 Cc1cc(F)ccc1S(=O)(=O)NCC(c1ccc2c(c1)OCO2)N1CCOCC1 (centres undefined)
  HKDC1 inhibitor = 2.8; SENP6 block = -22.1; SENP7 inh = -15.2; SENP8 inh = 6.3; NR3A LBD binder = 1.1; MPTP inh = 0.6; ATG4B inhibitor = -1.6; PfG6PD inh = -17.6

Continued:
Results follow in this order: HKDC1 inhibitor	SENP6 block	SENP7 inh	SENP8 inh	NR3A LBD binder	MPTP inh	ATG4B inhibitor	PfG6PD inh
31) COc1ccc(N2CCN(S(=O)(=O)CCNC(=O)/C=C/c3ccccc3)CC2)cc1
  -5.0	4.6	6.3	23.7	2.4	-2.0	3.4	0.0
32) Cc1ccc(C(=O)Nc2c[nH]c(=O)[nH]c2=O)cc1
  -0.2	10.5	-17.3	7.7	1.1	-0.6	-1.5	8.2
33) Cc1c(-c2ccccc2Cl)nc2ccccc2c1C(=O)O
  -2.5	-20.8	0.5	-0.1	9.0	0.3	-1.9	4.3
34) CN1CCN(Cc2nc(Cc3cccc(F)c3)no2)CC1c1ccccc1 (centres undefined)
  -4.8	-9.2	-3.2	9.6	-1.6	2.4	-1.1	-5.7
35) Cc1cccc(OCC(=O)NNC(=O)c2ccc3nc[nH]c3c2)c1
  1.2	-2.8	-7.4	7.0	-2.6	-1.0	-6.1	5.0
36) Cc1ccc(Cn2c(=N)n(CC(=O)c3ccccc3)c3ccccc32)cc1
  -0.2	-12.1	3.0	17.5	1.9	4.5	5.2	28.2
37) CCOC(=O)/C(C#N)=C1/C=CN(Cc2ccccc2)C=N1
  -3.3	3.2	14.5	9.8	-0.8	-1.7	-3.5	-0.2
38) CC(C)Cn1nc(C(=O)Nc2nnc(C3CC3)s2)c2ccccc2c1=O
  -2.5	-27.2	-14.5	-9.0	-1.6	-0.4	7.9	-2.2
39) O=C(CO/N=C/c1ccccc1OC(F)F)NCc1ccco1
  -3.1	-1.1	3.7	23.0	-1.0	-0.9	0.8	1.0
40) COc1ccc(S(=O)(=O)N(Cc2cc3cc(C)ccc3[nH]c2=O)CC2CCCO2)cc1 (centres undefined)
  -5.0	-12.9	-3.6	-41.6	-5.1	2.8	-5.1	-4.5
41) COc1ccccc1C/C(N)=N/OC(=O)COc1cccc(C)c1C
  -3.1	-20.1	-2.8	14.5	-0.2	-0.3	7.7	9.4
42) Cc1cc(C)nc(SCc2ccc(C(=O)N/N=C/c3ccccn3)cc2)n1
  -10.2	3.4	-0.7	1.6	-3.3	0.1	-5.0	5.4
43) Cc1cccc(C)c1NC(=O)CSc1nnc(-c2ccoc2C)n1CCc1ccccc1
  1.9	-12.9	4.7	16.3	-1.5	0.5	-4.0	-3.5
44) COc1ccc(C(C(=O)NC2CCCCC2)N(C(=O)Cc2c[nH]c3ccccc23)c2ccc(NC(C)=O)cc2)cc1OC (centres undefined)
  1.6	-1.2	2.3	3.7	-0.9	0.5	-12.2	0.0
45) CC(NC(=O)/C(=C\c1ccco1)NC(=O)c1ccccc1Br)C(=O)O (centres undefined)
  -15.2	-0.6	-4.9	12.0	-3.3	2.0	4.8	3.6
46) O=C(COC(=O)c1ccccc1)Nc1ncc([N+](=O)[O-])s1
  30.8	5.4	-4.2	16.8	-2.9	0.5	19.5	0.2
47) CCc1ccc(NC(=O)/C(C#N)=C\c2ccc(OC)c(C(=O)O)c2)cc1
  -3.0	-15.5	-12.0	18.1	-0.5	-1.3	-1.5	19.4
48) CC(C)NC(=O)CN(c1cccc([N+](=O)[O-])c1)S(=O)(=O)c1ccccc1
  -7.0	-15.1	3.7	1.6	1.3	1.7	0.3	10.1
49) Cn1cc(P(=S)(N2CCOCC2)N2CCOCC2)cc1P(=S)(N1CCOCC1)N1CCOCC1
  -2.6	6.5	10.4	13.1	-0.8	0.5	-0.3	-15.6
50) COc1ccc(Oc2nccc(-c3ccc(Cl)cc3)n2)cc1
  -2.9	2.6	-2.8	32.6	-0.4	3.5	-7.0	12.7
51) CCn1c(CSc2nc(C)cc(C)n2)nnc1SCC(N)=O
  -15.7	-1.1	-15.9	14.3	1.5	0.4	-2.1	-3.9
52) NC(N)=NC1=NC(=O)C(Cc2ccccc2)S1 (centres undefined)
  -6.8	1.4	2.2	24.4	0.8	-0.4	2.1	-7.6
53) C/C(CC(=O)Nc1ccc(C)c(Cl)c1)=N\NC(=O)Cc1cnc(N)s1
  -7.7	-6.5	5.4	0.6	-3.3	-1.4	-8.0	9.6
54) COc1ccc(NC(=O)Cn2nnc(C(=O)NCCc3ccccc3)c2N)cc1
  -4.2	-7.6	1.4	26.3	0.1	2.5	-7.3	7.1
55) Cc1ccc(S(=O)(=O)Cn2nnnc2C(C)N2CCN(C(=O)c3ccco3)CC2)cc1 (centres undefined)
  3.5	5.5	5.4	15.0	0.0	0.1	-7.8	9.4
56) COc1ccc(N/N=C(/C(C)=O)N2CCCc3ccccc32)cc1
  3.3	-18.6	1.9	23.2	1.9	4.8	-2.5	39.1
57) O=C(c1ccc([N+](=O)[O-])cc1Cl)N1CCN(c2ccccn2)CC1
  -0.1	-3.9	3.5	1.7	-0.2	2.4	-2.1	1.9
58) COC(=O)Cc1csc(Nc2ccccc2)n1
  -3.3	-0.5	5.6	19.1	-0.5	1.3	-5.5	1.6
59) COc1ccccc1NC(=O)Cc1ccsc1
  1.2	-4.9	0.8	-9.0	-1.3	0.8	11.5	-11.8
60) O=C(N/N=C/c1cccc([N+](=O)[O-])c1)c1ccc2nc[nH]c2c1
  -2.8	-3.3	1.7	19.3	5.6	-1.2	3.5	13.2
61) COCc1nnc(NC(=O)CC(C)C)s1
  -1.1	-11.7	-7.2	27.8	2.5	0.0	1.0	-12.8
62) CCc1ccc(-c2cc(C)no2)cc1S(=O)(=O)N1CCOc2ccccc21
  -3.5	18.6	4.2	20.6	-10.5	2.7	-7.2	15.1

High-throughput results from PubChem BioAssay.
